Bioassay records deposited in PubChem by Sanford-Burnham Center for Chemical Genomics.
Hsp70 inhibitors: Hsp70 inhibitors, probe displacement, primary screen, biochemical, fluorescence polarization (AID 583); Hsp70 fluorescence polarization probe displacement, mP; higher % means a stronger effect; displacement, % at 20 µM, or IC50 in µM where a hit was titrated; actives 0.06% (n = 140,000); in the data active = displacement above about 50%;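 also: plate controls were vehicle for no effect and reference ligand for full effect; a part of the inactive calls stands beside numbers as strong as those of hits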
MKP-3 inhibition: MKP-3 phosphatase inhibitors, primary screen, biochemical, rat enzyme, in vitro (AID 425); recombinant MKP-3 phosphatase activity, fluorescence; higher % means a stronger effect; actives 0.17% (n = 110,000); one-dose inhibition, % at 20 µM; IC50 in µM for titrated hits; in the data active = inhibition above about 50%;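 also: plate controls were vehicle for no effect and reference inhibitor for full effect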
Active calls of the source: *; / = not tested or not shown; & = joins results of further samples.

canonical_smiles	Hsp70 inhibitors	MKP-3 inhibition
COc1ccc(N2C(=O)/C(=C/c3cc(C)n(-c4ccccc4)c3C)C(=O)NC2=S)cc1	-1.6%	0%
Cc1cc(OCC(=O)NCc2nc(-c3ccccc3)no2)c(C)cc1Br	8.1%	-12%
O=C(O)C1CSC2(c3ccc4c(c3)OCCO4)CCC(=O)N12 (configuration not stated)	1.2%	-4%
CNc1csc(C)c(C)c1=O	8.4%	10%
O=C(N/N=C/c1cccc([N+](=O)[O-])c1)c1ccc2nc[nH]c2c1	-4.9%	/
CCCNC(=O)c1csc2c1CCCCC2	2.0%	/
CCN(CC)CCCCCCOc1ccc(Br)cc1	-0.7%	0%
CCCOc1ccc(N2C(=O)CC(SC(=NC)Nc3ccc(F)cc3)C2=O)cc1 (configuration not stated)	6.0%	/
CCS(=O)(=O)c1ccc2oc(SCC(=O)NCCC3=CCCCC3)nc2c1	0.6%	3%
N=c1nc(SCCC(=O)O)ss1	-5.7%	7%
Cc1ccc(Cn2ccc(NC(=O)c3cc4nc(-c5ccco5)cc(C(F)(F)F)n4n3)n2)cc1	-1.3%	/
CCc1cc(C)cc(OCCOc2cccc(/C=c3\sc4nc5ccccc5n4c3=O)c2)c1	-0.4%	-15%
O=C(O)CCc1ccc(-c2ccc(F)cc2)n1CC1CCCO1 (configuration not stated)	3.9%	/
O=C(NC(=S)Nc1cccc2ccccc12)c1ccc(Cl)cc1	2.0%	-2%
CC1CCCCC1NC(=O)C1CCN(S(=O)(=O)N2CCC3(CC2)OCCO3)CC1 (configuration not stated)	2.3%	3%
Cc1ccc2nc(/C(C#N)=C/c3cc([N+](=O)[O-])ccc3O)[nH]c2c1	2.4%	2%
CCc1nnc(NC(=O)CSc2nnc(Cc3cccn3C)n2CCOC)s1	5.0%	-3%
C/C(Cl)=C\Cn1c(NCCCn2ccnc2)nc2c1c(=O)n(C)c(=O)n2C	-0.6%	-6%
Oc1ccc(-c2cn3c(n2)SCC3)cc1O	8.4%&1.7%	2%
CN(CC(=O)NCCc1ccccc1)S(=O)(=O)c1cccs1	1.1%	0%
CC(C)c1ccc(N2C(=O)NC(=O)/C(=C/c3ccccc3O)C2=O)cc1	8.6%	2%
O=C(COc1ccc(Cl)cc1Br)Nc1ccc2c(c1)OCO2	-5.1%	2%
CCOc1cc(/C=N/Nc2nc(N3CCOCC3)nc(N3CCOCC3)n2)ccc1OC(=O)c1ccco1	5.0%	0%
CC1CCCCN1C(=O)CN1C(=O)CN(C)C(=O)c2ccccc21 (configuration not stated)	4.3%	-6%
CC1=C(C(=O)Nc2ccc(Br)cc2)C(c2ccco2)NC(=O)N1 (configuration not stated)	-0.1%	/
Cc1cc(C)c(OCCOCCN2CCNCC2)c(C)c1	-0.9%	/
Cc1cccc(C)c1NC(=O)c1ccc(I)cc1	-4.0%	0%
O=C(NCCNc1ccc(Cl)cc1[N+](=O)[O-])c1ccccc1Cl	0.0%	2%
CSC1=N/C(=C\c2ccccc2F)C(=O)S1	0.5%	-7%
CC(C)(C)NS(=O)(=O)c1ccc(OCC(=O)NCCC2=CCCCC2)cc1	1.7%	/
CCN1CCN(CCNC(=O)c2ccc(CS(=O)(=O)c3ccccc3C)o2)CC1	-5.7%	1%
O=C(NCc1ccc(F)cc1)C1CCN(S(=O)(=O)N2CCC3(CC2)OCCO3)CC1	-2.8%	1%
CCOC(=O)CCC(C(=O)C(C)C)C(=O)C(C)(C)OC (configuration not stated)	-3.7%	2%
Cc1ccc(Nc2ncnc3c2oc2ccccc23)cc1	-0.8%	/
O=C(C1CCC(C(=O)N2CCCC2)CC1)N1CCCC1 (configuration not stated)	-0.6%	-8%
Cc1ccc(OCC(O)CN2CCN(CC(O)COC(C)C)CC2)c(C(C)(C)C)c1 (configuration not stated)	5.2%	0%
O=C(Nc1ccc(O)cc1)c1ccc(Oc2ccc([N+](=O)[O-])cc2)cc1	2.2%	-1%
CCN(Cc1ccccc1)C(=O)COc1cc(=O)n(CC)c2ccccc12	-1.6%	/
NC(=O)c1cc2ccc(O)cc2oc1=NCc1ccccc1	/	7%
COc1ccc(CCNC(=O)c2cc3ccccn3n2)c(OC)c1OC	-0.2%	-9%
COC(=O)C1CCN(S(C)(=O)=O)CC1	4.0%	-7%
COc1ccc(C)cc1S(=O)(=O)N1CCC(C(=O)NCCC2=CCCCC2)CC1	3.7%	/
Cn1c(CN2CCCC2)nc2cc(NC(=O)COc3ccc(Cl)cc3)ccc21	7.1%	1%
COC(=O)c1ccc(-n2nnnc2SC)cc1	3.1%	/
CCOC(=O)c1c(-c2ccsc2)csc1N	-3.4%	-13%
Cc1ccc2oc(=O)n(CC(=O)O)c2c1	-1.8%	-7%
O=C(CCCCCn1c(=O)[nH]c2ccsc2c1=O)N1CCN(C2CCCCC2)CC1	-0.7%	-6%
COc1ccc(C2(CNC(=O)Cc3ccccc3)CCCC2)cc1OC	-2.9%	/
O=C(COc1ccc(Cl)cc1Cl)Nc1ccc(Br)c(Cl)c1	-0.8%	0%
Cc1c(NC(=O)c2ccc(-c3ccc(Cl)cc3Cl)o2)cccc1-c1nc2ncccc2o1	1.4%	-3%

(more compounds)
canonical_smiles	Hsp70 inhibitors	MKP-3 inhibition
Cc1ccc(/C=C(/C#N)c2nc3ccc(C)cc3[nH]2)cc1	-20%	0%
CS(=O)(=O)N(Cc1ccc(C(=O)Nc2ccc(F)c(Cl)c2)cc1)c1ccccc1	0.3%	-3%
O=C(c1ccc(S(=O)(=O)N2CCCC2)cc1)N1CCCc2ccccc21	5.4%&0.5%	-11%&1%
c1ccc(-c2nnc(NCc3nc4ccccc4[nH]3)c3ccccc23)cc1	3.3%	-4%
Cc1cccc(NC(=O)CNc2cc(C)ccc2C)c1	-2.3%	1%
Cc1cccc(N=C(N2CCOCC2)P(=O)(N2CCOCC2)N2CCOCC2)c1	1.8%	-6%
O=C(CC(SCCO)c1ccc(F)cc1)c1ccco1 (configuration not stated)	6.8%	-14%
CC(C)C1=NN2C(=N)/C(=C/c3ccc(-c4cccc(C(=O)O)c4)o3)C(=O)N=C2S1	6.6%	4%
CCOc1cccc2cc(-c3nnc(NCc4ccco4)s3)c(=O)oc12	2.3%	4%
Clc1ccc(-c2ncc(-c3ccccc3)o2)cc1	-1.6%	4%

Four of the entries above in order of their number in Hsp70 inhibitors, high to low.
SMILES,Hsp70 inhibitors
CNc1csc(C)c(C)c1=O,8.4%
CC1CCCCC1NC(=O)C1CCN(S(=O)(=O)N2CCC3(CC2)OCCO3)CC1 (configuration not stated),2.3%
CC(C)(C)NS(=O)(=O)c1ccc(OCC(=O)NCCC2=CCCCC2)cc1,1.7%
CCc1cc(C)cc(OCCOc2cccc(/C=c3\sc4nc5ccccc5n4c3=O)c2)c1,-0.4%

(continued)
canonical_smiles	Hsp70 inhibitors	MKP-3 inhibition
CCCC[n+]1ccn(-c2nc3ccccc3nc2[N-]S(=O)(=O)c2ccccc2)c1	9.8%	/
CCCOc1ccc(C=Nc2ccc(Nc3ccccc3)cc2)cc1OC	1.0%	0%
COc1ccccc1N(CC(=O)Nc1ccc(C)cc1C)S(=O)(=O)c1ccccc1	3.1%	-1%
COc1ccccc1-n1c(=O)oc2ccc(Cl)cc2c1=O	2.4%	0%
Cc1ccc(-n2cccc2C(=S)N=P(N(C)C)(N(C)C)N(C)C)cc1	5.7%	-11%
O=C1CC(Cc2ccc(Br)cc2)C(=O)N1c1ccccc1 (configuration not stated)	1.9%	0%
COc1cc2c(C(=O)NCCCN3CCN(c4cccc(Cl)c4)CC3)cn(C)c(=O)c2cc1OC	/	1%
COc1cccc(NC(=O)CSc2nnc(CNC(=O)c3ccccc3)n2C)c1	1.1%	-14%
CCc1cc2c(=O)c(-c3cscn3)coc2cc1OC	9.3%	-10%
Cc1occc1C(=O)NNC(=O)c1ccc(Cl)cc1	0.9%	-4%

The final 4 records of the section above lead into the next:
canonical_smiles	Hsp70 inhibitors	MKP-3 inhibition
COc1cc2c(C(=O)NCCCN3CCN(c4cccc(Cl)c4)CC3)cn(C)c(=O)c2cc1OC	/	1%
COc1cccc(NC(=O)CSc2nnc(CNC(=O)c3ccccc3)n2C)c1	1.1%	-14%
CCc1cc2c(=O)c(-c3cscn3)coc2cc1OC	9.3%	-10%
Cc1occc1C(=O)NNC(=O)c1ccc(Cl)cc1	0.9%	-4%
C=CCN1C(=O)/C(=C\c2ccc(O)c([N+](=O)[O-])c2)C(=O)NC1=S	4.1%	2%
COc1ccc(NC(=O)CCCC(=O)OCC(F)(F)C(F)F)cc1	-1.3%	1%
Cc1cc(C)c2oc(-c3ccc(NC(=O)/C=C/c4cccc([N+](=O)[O-])c4)cc3)nc2c1	1.7%	4%
COCCN(C(=O)C1CC1)c1nnc(-c2ccc(C)cc2)s1	4.6%	/
CCOc1ccc2nc(N3CCC(C(=O)Nc4nnc(CC)s4)CC3)sc2c1	-1.7%	-9%
CCc1c(C)sc(NC(=O)c2ccncc2)c1C(=O)OC	1.5%	0%
O=C1Nc2ccc(S(=O)(=O)N3CCCC3)c3ccc(S(=O)(=O)N4CCCC4)c1c23	4.8%	-12%
COc1ccccc1C/C(N)=N/OC(=O)COc1ccc2ccccc2c1	2.1%	3%
COC(=O)c1cccc(NC(=O)CCCOc2ccccc2)c1	0.9%&-5.5%	4%
CSC1=NCCN1C(=O)COc1ccc2ccccc2c1	2.6%	-4%
Cc1cccc(N2C(=O)/C(=C/c3ccc(F)cc3)SC2=S)c1C	5.9%	-1%
Cc1ccc2cc(C)c3nnc(SCC(=O)NCc4ccco4)n3c2c1	4.6%	-15%
Cc1ccccc1-c1cc(C(=O)N2CCOCC2)c2ccccc2n1	2.2%	0%
CC(=O)c1cccc(NC(=O)COc2ccc(C(C)(C)C)cc2)c1	6.6%	1%
COc1ccc(C)cc1NC(=S)NNC(=O)c1ccccc1Cl	6.0%	/
Cc1nnc(NC(=O)CSc2cn(CCNC(=O)c3ccccc3)c3ccccc23)s1	-0.2%	-6%
CC(=O)NC1=NN(C(C)=O)C(C)(c2cccs2)S1 (configuration not stated)	7.2%	/
CC(C)(C)C(=O)NC1CCN(S(C)(=O)=O)CC1	0.4%	/
N#Cc1nc(-c2ccccc2F)oc1NCCc1ccccc1	0.4%	/
CC1(C)Nc2ccccc2N(CC(=O)N2CCCCC2)C1=O	-1.5%	2%
COC(=O)C1Cc2c([nH]c3ccccc23)CN1 (configuration not stated)	8.4%	-10%
CC1(C)C2CCC1(C)C(OC(=O)CC(=O)O)C2 (configuration not stated)	-1.1%	-1%
Cc1cccc2cc(CN(CCN3CCOCC3)C(=O)Nc3ccccc3F)c(=O)[nH]c12	-3.2%	-14%
COC(=O)c1oc2ccc(Br)cc2c1NC(=O)CCCN1C(=O)c2ccccc2C1=O	-1.8%	-1%
c1ccc(COc2nsnc2N2CCOCC2)cc1	4.8%	6%
COc1cc(C2=NOC(C(=O)N3CCCCCC3)C2)cc(OC)c1OC (configuration not stated)	-1.3%	3%
COc1ccc(CNc2ccc(C(=O)O)cc2)cc1	-4.1%	-1%
COc1ccccc1/C=C1/SC(=S)N(CNc2ccc(C)c(Cl)c2)C1=O	4.6%	4%
COc1ccc(C2CC(c3cccs3)=NN2c2ccc(F)cc2)cc1OC (configuration not stated)	-2.3%	0%
O=C(NCCN1CCN(C(=O)c2cccs2)CC1)c1cccs1	-7.8%	1%
COc1ccc(N2C(=O)CC(N3CCC(C(N)=O)CC3)C2=O)cc1 (configuration not stated)	-1.1%	-3%
CCn1c(COc2ccc(Cl)cc2)nnc1SCc1nc2ccccc2[nH]1	-2.3%	/
COc1ccccc1-n1cnc2cc(NCc3ccco3)ccc21	3.4%	-4%
COc1nccnc1NS(=O)(=O)c1ccc(NC(=S)NC(=O)c2ccc(F)c(F)c2)cc1	-1.8%	4%
COc1cccc(/C=C2/SC(=O)N(c3ccccc3)C2=O)c1O	-3.7%	-3%
CCCS(=O)(=O)c1c(S(=O)(=O)CCC)c2cnccn2c1C(=O)c1ccc(F)cc1	1.5%	-6%
COc1ccc2c(c1OC)C(=O)OC2Nc1cc(S(N)(=O)=O)ccc1O (configuration not stated)	-1.3%	0%
CCOC(=O)c1ccc(NC(=O)CN2CCN(CCN=CC3=C(O)CC(C)(C)CC3=O)CC2)cc1	-2.4%	-14%
O=C(NCC1CCCO1)C1CCC(CNS(=O)(=O)c2ccccc2)CC1 (configuration not stated)	0.7%	-8%
COc1ccc(/C=C2/C(=O)NC(=O)N(c3ccc(C(C)C)cc3)C2=O)c(OC)c1	10%	1%
O=C(CSc1nc2ccc(N3C(=O)c4ccccc4C3=O)cc2s1)Nc1cccc([N+](=O)[O-])c1	0.5%	14%
CCOC(=O)c1c(C)oc2cc(S(=O)(=O)O)c(O)cc12	-2.6%	1%
COc1ccc2c(c1)C(NC(=O)C(F)(F)F)CC2=O (configuration not stated)	4.4%	-2%
COc1ccc(N(C(C)C(=O)N/N=C/c2cc(C)n(-c3ccccc3C(F)(F)F)c2C)S(C)(=O)=O)cc1 (configuration not stated)	-3.1%	2%
CCOc1ccc2nc(NC(=O)CSc3nc4c(c(=O)n(C)c(=O)n4C)n3C(C)C)sc2c1	-0.3%	-5%
CC1CCN(c2oc(Cc3cccc4ccccc34)nc2C#N)CC1	0.2%	2%
COc1ccccc1Cn1nnc2c(=O)[nH]c(C3CCN(C(=O)c4ccc(F)cc4)CC3)nc21	8.8%	3%
COc1ccc(CNC(=O)c2ccc(S(=O)(=O)N3CCCC3)cc2)cc1OC	0.1%	/

Only part of the results is shown, so the mix of outcomes need not match the whole.
